CD11b adhes inh – blocks human CD11b/CD18 adhesion to fibrinogen. K562 CD11b/CD18 adhesion to fibrinogen, ATPlite luminescence; Mn2+ added to activate the integrin. inhibition, % at 10 µM. actives 0.54% (n = 93,000);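 active = primary inhibition of 50% or more at 10 µM, then 40% or more on retest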; note: some results filed as inactive read as strong as hits
CYP2C19 inhib – human CYP2C19 inhibition | AID 778 | actives 21% (n = 96,000) | P33261 | inhibition, % at 5 µM | CYP2C19 Supersomes, luciferin-H EGE luminescence, 30 min;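 active = CYP2C19 inhibition above a set limit at 5 µM in the primary screen, cut at about 50% in these data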;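 note: plate controls were negative control wells for no effect and 2.5 mM tranylcypromine positive control for full effect; values of inactives mirror those of a sister screen read the other way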
Target sequence (P33261 whole entry, looked up): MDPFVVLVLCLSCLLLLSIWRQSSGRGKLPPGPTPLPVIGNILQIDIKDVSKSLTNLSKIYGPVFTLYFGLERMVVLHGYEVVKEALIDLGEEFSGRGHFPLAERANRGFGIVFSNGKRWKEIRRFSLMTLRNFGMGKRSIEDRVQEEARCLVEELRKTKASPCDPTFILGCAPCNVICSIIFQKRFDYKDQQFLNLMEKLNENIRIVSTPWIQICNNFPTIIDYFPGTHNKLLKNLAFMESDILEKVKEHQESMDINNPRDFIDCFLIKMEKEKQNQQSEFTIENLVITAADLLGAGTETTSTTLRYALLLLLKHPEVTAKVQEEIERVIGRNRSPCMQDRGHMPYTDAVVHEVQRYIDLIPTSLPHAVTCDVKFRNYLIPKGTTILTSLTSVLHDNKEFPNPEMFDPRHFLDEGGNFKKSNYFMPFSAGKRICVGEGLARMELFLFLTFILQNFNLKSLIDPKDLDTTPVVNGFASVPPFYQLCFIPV
ERa coact inh – ER-alpha (human) coactivator binding inhibition. inhibition, % at 25.6 µM. actives 1.7% (n = 86,000). TR-FRET ER-alpha LBD / SRC-1 peptide, estradiol-bound. P03372; in the data active = inhibition above about 50%;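 note: 0% = receptor plus peptide control and 100% = peptide only without receptor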
Target sequence (P03372 whole entry, looked up, the tested form may be a part): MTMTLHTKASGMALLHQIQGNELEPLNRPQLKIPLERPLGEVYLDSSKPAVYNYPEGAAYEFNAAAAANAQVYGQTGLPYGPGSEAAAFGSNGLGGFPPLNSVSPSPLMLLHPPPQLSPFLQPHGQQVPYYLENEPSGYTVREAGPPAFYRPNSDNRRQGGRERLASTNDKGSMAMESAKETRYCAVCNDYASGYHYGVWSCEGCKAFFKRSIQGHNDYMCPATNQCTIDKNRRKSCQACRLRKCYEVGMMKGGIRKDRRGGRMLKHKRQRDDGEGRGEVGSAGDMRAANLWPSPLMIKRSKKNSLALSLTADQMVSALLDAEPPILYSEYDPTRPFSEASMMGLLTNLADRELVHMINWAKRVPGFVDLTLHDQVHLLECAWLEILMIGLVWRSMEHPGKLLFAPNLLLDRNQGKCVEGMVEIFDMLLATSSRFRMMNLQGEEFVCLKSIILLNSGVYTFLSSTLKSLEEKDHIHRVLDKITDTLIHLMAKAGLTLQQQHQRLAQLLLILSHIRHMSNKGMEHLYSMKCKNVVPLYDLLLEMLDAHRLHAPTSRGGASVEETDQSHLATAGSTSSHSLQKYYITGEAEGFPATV
Fibroblast inh – blocks proliferation of human lung fibroblasts. LL 47 human lung fibroblast viability, ATP luminescence; active compounds read low. viability, % at 10 µM. actives 1.1% (n = 85,000). AID 719;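 active = viability at or below 50% in the single dose screen; inactive = viability above 50%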;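 note: compound exposure lasted 72 h before the ATP readout; 100% = median luminescence of untreated cell-only wells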
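Material: human LL 47 lung fibroblast cells; quantity: 1,150 cells/well; medium: IMEM plus 15% FBS; doses: 0.1% DMSO in all compound wells; timing: overnight attachment after seeding, then 72 h compound exposure at 37 °C; detection: CellTiter-Glo luminescence; measure: % viability of median cell-only signal; controls: cell-only wells, no compound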
HUVEC inhibit – blocks proliferation of human endothelial cells; HUVEC proliferation, CellTiter-Glo luminescence, 72 h; active compounds read low; viability, % at 10 µM (by protocol); actives 1.1% (n = 86,000);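 active = viability at or below 30%; inactive = viability above 30%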;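 note: 100% = median luminescence of DMSO-only cell control wells on each plate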
CD11b adhes enh – CD11b/CD18-fibrinogen binding enhancement. K562 CD11b/CD18 adhesion to fibrinogen, ATPlite luminescence. activation, % at 10 µM. actives 0.07% (n = 93,000);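 active = 10 µM primary screen giving 50% or more activity, confirmed by 40% or more on retest at that dose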; note: strong numbers were not always called active
ERa SRC1 pot – ER-alpha (human) coactivator binding potentiation | P03372 | coactivator binding (% of control), % at 25.6 µM | TR-FRET ERalpha-LBD/SRC-Cy5 coactivator binding, 2 h; 100 = basal binding, no effect | actives 1.3% (n = 86,000); in the data active = activity above about 200%;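 note: binding measured in presence of low estradiol as agonist stimulus; 0% = peptide alone without receptor and 100% = receptor with peptide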
CYP2C19 act – activators of human cytochrome P450 2C19; 96,000 tested, under 10 active; activation factor at 5 µM; recombinant CYP2C19, luciferin-H EGE luminescence; active compounds read high; 0 = fully inhibited enzyme, 1 = untreated enzyme;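 active = activation factor of at least 2 at 5 µM in the primary screen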;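 note: 0 = wells with 2.5 mM tranylcypromine and 1 = vehicle-only wells; values of inactives mirror those of a sister screen read the other way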
H69AR growth 86K – blocks growth of human H69AR lung tumor cells | H69AR lung tumor viability, ATP luminescence, 72 h; active compounds read low | viability, % at 10 µM | actives 6% (n = 85,000);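 active = viability at or below 40%; inactive = viability above 40%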;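 note: multidrug resistant small cell line overexpressing MRP-1 efflux transporter; 100% = mean luminescence of untreated control wells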
Numbers without * were called inactive; nt = no result given; [ ] = another dose, or the depositor's remark.

SMILES	CD11b adhes inh	CYP2C19 inhib	ERa coact inh	Fibroblast inh	HUVEC inhibit	CD11b adhes enh	ERa SRC1 pot	CYP2C19 act	H69AR growth 86K
COc1ccc(CNC(=O)COC(=O)c2cnccn2)cc1	-6	64*	-12	103	102	0	93	0.4	96
O=C(/C=C/c1ccccc1)NC(=S)NNC(=O)c1ccco1	nt	nt	-10	78	77	nt	89	nt	25*
CCN(CC)c1cccc(OCC(=O)N(C)CCC#N)c1	15	-11	-3	93	94	2	117[fluorescence artefact?]	1.1	98
Cc1ccc(NC(=O)C2CCN(C(=O)NC3CCCCC3)CC2)cc1Cl	-10	10	-4[fluorescence artefact?]	102	94	6	105	0.9	96
O=C1CSC(c2ccc3c(c2)OCO3)N1c1ccc(Oc2ccccc2)cc1 (stereo not drawn)	nt	31	0	95	95	nt	93	0.7	79
CCOC(=O)N/N=C/c1ccc(F)cc1	6	8	nt	nt	nt	-4	nt	0.9	nt
O=C(c1ccc(NC2=NC3CS(=O)(=O)CC3S2)cc1)N1CCN(C(=O)c2ccco2)CC1 (stereo not drawn)	nt	nt	-55[fluorescence artefact?]	100	113	nt	102	nt	96
Cn1cc(CN2CCc3ccccc3C2)c2ccccc21	-8	96*	-5	95	89	-2	111	0	70
O=C(Nc1ccc(F)cc1F)NC1CC(=O)N(Cc2ccccc2)C1 (stereo not drawn)	nt	nt	-1	98	101	nt	97	nt	101
CCOC(=O)N1CCC(NC(=O)CSCc2nc(-c3ccc(OC)c(OC)c3)oc2C)CC1	-13	27	0	nt	91	0	123	0.7	80
CCCC(=O)Nc1cccc(Oc2nc(C)cc(C)c2C#N)c1	5	26	-2	100	86	3	98	0.7	98
COc1ccc(C2c3c(oc4ccccc4c3=O)C(=O)N2c2ccccn2)cc1 (stereo not drawn)	-19	8	6	88	99	-1	218*	0.9	78
COc1ccc(-c2cc(=O)[nH]c(=O)[nH]2)cc1	nt	nt	1	96	99	nt	101	nt	nt
Cc1ccc(S(=O)(=O)N2CCN(c3nc(C)c4c(c3C#N)CC(C)(C)OC4)CC2)cc1	19	77*	nt	nt	nt	-1	nt	0.2	nt
COc1ccc([C@@H]2Sc3cc(OC)ccc3N(CCN(C(C)C)C(C)C)C(=O)[C@H]2OC(C)=O)cc1	nt	nt	-18	94	78	nt	104	nt	89
CC(C)n1nnnc1SCC(=O)NCCc1ccccc1	nt	40	-5	102	87	nt	97	0.6	107
CCN(C1CCCCC1)S(=O)(=O)c1ccc(S(=O)(=O)NCCc2ccncc2)cc1	-8	96*	-8	89	101	-2	105	0	79
Cc1cc2c(cc(C(=O)OCC(=O)NCc3cccs3)n2C(C)C)o1	5	50*	-2	69	53	-2	86	0.5	27*
CN(C)/C=C1\C(=O)N(c2ccc([N+](=O)[O-])cc2)N=C1c1ccccc1	-21	13	nt	nt	nt	0	nt	0.9	nt
Cc1ccc(OCCn2nc3ccccc3n2)c(C)c1	4	16	-2	92	96	0	105	0.8	99

13 compounds out of the list, sorted by formula weight, rising.
SMILES	CD11b adhes inh	CYP2C19 inhib	ERa coact inh	Fibroblast inh	HUVEC inhibit	CD11b adhes enh	ERa SRC1 pot	CYP2C19 act	H69AR growth 86K
COc1ccc(-c2cc(=O)[nH]c(=O)[nH]2)cc1	nt	nt	1	96	99	nt	101	nt	nt
Cc1ccc(OCCn2nc3ccccc3n2)c(C)c1	4	16	-2	92	96	0	105	0.8	99
Cn1cc(CN2CCc3ccccc3C2)c2ccccc21	-8	96*	-5	95	89	-2	111	0	70
CCN(CC)c1cccc(OCC(=O)N(C)CCC#N)c1	15	-11	-3	93	94	2	117[fluorescence artefact?]	1.1	98
CC(C)n1nnnc1SCC(=O)NCCc1ccccc1	nt	40	-5	102	87	nt	97	0.6	107
O=C(/C=C/c1ccccc1)NC(=S)NNC(=O)c1ccco1	nt	nt	-10	78	77	nt	89	nt	25*
CN(C)/C=C1\C(=O)N(c2ccc([N+](=O)[O-])cc2)N=C1c1ccccc1	-21	13	nt	nt	nt	0	nt	0.9	nt
O=C(Nc1ccc(F)cc1F)NC1CC(=O)N(Cc2ccccc2)C1 (stereo not drawn)	nt	nt	-1	98	101	nt	97	nt	101
Cc1cc2c(cc(C(=O)OCC(=O)NCc3cccs3)n2C(C)C)o1	5	50*	-2	69	53	-2	86	0.5	27*
Cc1ccc(NC(=O)C2CCN(C(=O)NC3CCCCC3)CC2)cc1Cl	-10	10	-4[fluorescence artefact?]	102	94	6	105	0.9	96
COc1ccc(C2c3c(oc4ccccc4c3=O)C(=O)N2c2ccccn2)cc1 (stereo not drawn)	-19	8	6	88	99	-1	218*	0.9	78
CCN(C1CCCCC1)S(=O)(=O)c1ccc(S(=O)(=O)NCCc2ccncc2)cc1	-8	96*	-8	89	101	-2	105	0	79
COc1ccc([C@@H]2Sc3cc(OC)ccc3N(CCN(C(C)C)C(C)C)C(=O)[C@H]2OC(C)=O)cc1	nt	nt	-18	94	78	nt	104	nt	89

(list continues)
SMILES	CD11b adhes inh	CYP2C19 inhib	ERa coact inh	Fibroblast inh	HUVEC inhibit	CD11b adhes enh	ERa SRC1 pot	CYP2C19 act	H69AR growth 86K
CCCCCCCCC(=O)N/N=C/c1cccc(Br)c1	5	22	nt	nt	nt	0	nt	0.8	nt
CCOC(=O)COc1ncn(-c2ccccc2)n1	-2	-1	-2	94	86	0	111	1	93
CC1CC(C(F)F)n2nc(C(=O)Nc3sc4c(c3C#N)CCC(C(C)(C)C)C4)nc2N1 (stereo not drawn)	nt	nt	6[fluorescence artefact?]	53	21*	nt	147	nt	18*
COC(=O)Cc1ccc(NC(=O)c2ccc(C)c(C)c2)cc1	11	7	5[fluorescence artefact?]	98	87	-7	113	0.9	81
Cc1cc(C)n(-c2nc3ccccc3nc2Nc2ccc3[nH]c(=O)[nH]c3c2)n1	2	0	27	97	92	-2	64[fluorescence artefact?]	1	nt
CCOC(=O)C1CCCN(CCC(=O)Nc2c(C(=O)OC)[nH]c3cc(OC)ccc23)C1 (stereo not drawn)	4	6	-8	101	96	-6	112	0.9	95
Cc1cc(NC(=O)CSc2nnc(-c3cccnc3)n2N)no1	4	-42	3	104	97	0	86	1.4	92
CCCNC(=O)c1cc(C)no1	-24	8	-3	100	95	-1	114	0.9	101
CNc1nc(Nc2ccc(C(C)=O)cc2)nc(OC(C(F)(F)F)C(F)(F)F)n1	-4	1	nt	nt	nt	-1	nt	1	nt
CC(=O)c1cccc(NC(=O)COc2ccccc2)c1	-7	74*	1	97	94	0	114	0.3	89
CC1CN(S(=O)(=O)N(C)C)CCN1S(=O)(=O)N(C)C (stereo not drawn)	-5	-8	4	101	89	0	105	1.1	107
CCCCNC(=O)CSc1nccn1Cc1ccccc1	-10	54*	1	101	104	0	119	0.5	99
O=C1c2cccc3cccc(c23)C(=O)N1c1ccc2ncccc2c1	nt	nt	71*[fluorescence artefact?]	110	113	nt	172[fluorescence artefact?]	nt	109
Cc1c(C(=O)NCC2CCCO2)oc2ccc3c(c12)C(=O)CC(C)(C)O3 (stereo not drawn)	12	-1	nt	nt	nt	-6	nt	1	nt
Cc1ccc(C(=O)Cn2c(NCCO)nc3ccccc32)cc1	3	17	-9	102	80	-2	110	0.8	95
COC(=O)Cc1c(C)nc2nc(-c3cccnc3)[nH]n2c1=O	3	-6	4[fluorescence artefact?]	100	86	-2	113[fluorescence artefact?]	1.1	83
O=C(Cn1cccc1)Nc1ccc(F)cc1F	1	1	-9	105	113	2	108	1	93
Cc1c(C(=O)Nc2ccc(F)c(F)c2)oc2ccc(S(=O)(=O)N3CCCCC3)cc12	24	3	-8	99	85	1	97	1	83
O=C(CSc1ccc(Cl)cc1)N1CCOCC1	1	74*	-5	99	91	-7	92	0.3	91
COC(=O)c1c(NC(=O)C2CC=CCC2C(=O)O)sc(C)c1C (stereo not drawn)	-20	21	3	104	89	-1	93	0.8	83
Cc1ccc(Nc2nc(C(=O)N3CCC(C(=O)NCCN4CCOCC4)CC3)cs2)cc1	-2	8	-8	100	92	7	103	0.9	99
Cc1cc2c3c(c1)C1(C(=O)N3C(C)(C)CC2C)C(C#N)=C(N)Oc2n[nH]c(C)c21 (stereo not drawn)	-15	-12	-2	93	74	7	98	1.1	20*
CC(c1ccco1)N(C(=O)COc1ccc(Cl)cc1Cl)c1ccccn1 (stereo not drawn)	4	36	-1	95	80	3	110	0.6	84
CS(=O)(=O)N1CCN(C(=O)C(Sc2ccccc2)c2ccccc2)CC1 (stereo not drawn)	-9	71*	0	102	83	-3	106[fluorescence artefact?]	0.3	97
COc1ccc(NC(=O)NS(=O)(=O)c2ccc(C)cc2)c(OC)c1	1	27	5[fluorescence artefact?]	94	84	-2	92[fluorescence artefact?]	0.7	86
Cn1c(CN2CCC(C(N)=O)CC2)c(C#N)c2ccccc21	nt	nt	5	101	101	nt	107	nt	98
CC(C)(C)c1csc(NC(=O)CSc2nc3ccccc3c(=O)[nH]2)n1	10	67*	36	87	90	-2	87[fluorescence artefact?]	0.3	90
Cc1ccc(N/C(CSC(N)=O)=N/S(=O)(=O)c2ccccc2)cc1	-7	21	-5	106	95	-9	95	0.8	102
COCON1C(=O)CN(C(C)=O)C1c1ccc(Cl)cc1Cl (stereo not drawn)	nt	34	4[fluorescence artefact?]	110	103	nt	108	0.7	93
COc1cccc(NC(=O)Cn2cc3c(n2)CCCCC3)c1	-8	10	-2	92	93	-3	105	0.9	105
Cc1nn2c(-c3ccccc3)c(-c3ccccc3)nc2[nH]c1=O	-3	8	0	103	90	3	113	0.9	55
Cc1cccc(CCNS(=O)(=O)c2ccc(S(=O)(=O)N3CCC(C)CC3)cc2)c1	nt	nt	-6	98	93	nt	90	nt	92
CC(C)Cn1cnc2c1c(=O)n(CC(=O)Nc1ccc3c(c1)OCO3)c(=O)n2Cc1ccccc1	-12	-1	25[fluorescence artefact?]	94	113	-1	121[fluorescence artefact?]	1	86
Cc1ccc(S(=O)(=O)NCC(=O)NC2CCCCCC2)cc1	2	46	3	106	100	-1	109	0.5	94
Fc1ccc(CN2CCCCCCC2)cc1F	-34	27	-19	96	94	-1	111	0.7	85
CCn1cc(/C=C(/C#N)S(=O)(=O)c2ccccc2)cn1	nt	31	-10	103	104	1	110[fluorescence artefact?]	0.7	95
O=C(COC(=O)c1cccs1)NCc1ccccc1	12	92*	-2	103	106	-6	136	0.1	89
COc1ccc(Cl)cc1NC(=O)CN(C1CCCCC1)S(C)(=O)=O	-6	99*	4	95	91	3	97	0	59
Cc1ccc(NC(=O)CN(C)S(=O)(=O)c2cccs2)cc1C	9	79*	-7	89	96	5	106	0.2	93
CSCC[C@H](NC(=O)OC(C)(C)C)C(=O)N/N=C/c1c(C)[nH]c(=O)[nH]c1=O	-15	15	nt	nt	nt	46	nt	0.8	nt
Cc1nc(CN2CCN(C(=O)NC3(c4ccccc4)CC3)CC2)cs1	-26	4	-15	100	93	4	119	1	108
CC(=O)c1cccc(NC(=O)c2cnn3ccccc23)c1	8	47	8	110	108	-2	105	0.5	77
N#Cc1nc(COc2ccccc2F)oc1NCCc1ccccc1	nt	88*	-2[fluorescence artefact?]	102	104	nt	124	0.1	79
COc1cc(CNc2ccccc2SC)cc(OC)c1OC	16	95*	-7	89	82	-3	85	0.1	58
CN(Cc1cc(=O)[nH]c2ccccc12)C(=O)c1ccccc1	-10	4	8	103	96	5	114	1	106

Rows are unselected. About 26% of those tested had a hit in this group.
